From PubChem BioAssay
ERAP1 inh = ERAP1 (human) enzyme inhibition; hit rate 0.15% among 340,000; inhibition, % at 10.7 µM; Q9NZ08; recombinant ERAP1, Leu-AMC fluorescence, 60 min; AID 652197;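 active means mean replicate inhibition of at least 30%, or all replicates individually reaching that 30% level; inactive means mean below 30% and not every replicate reaching it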;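 further: 0% = neutral control wells and 100% = L-leucinethiol positive control wells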
RAD52 anneal inh = RAD52 (human) annealing inhibition; inhibition, % at 18.7 µM; hit rate 0.46% among 360,000; AID 651710; recombinant RAD52 DNA annealing, FRET fluorescence;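 active means every replicate showing at least 50% inhibition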
Target sequence (P43351 whole entry, looked up): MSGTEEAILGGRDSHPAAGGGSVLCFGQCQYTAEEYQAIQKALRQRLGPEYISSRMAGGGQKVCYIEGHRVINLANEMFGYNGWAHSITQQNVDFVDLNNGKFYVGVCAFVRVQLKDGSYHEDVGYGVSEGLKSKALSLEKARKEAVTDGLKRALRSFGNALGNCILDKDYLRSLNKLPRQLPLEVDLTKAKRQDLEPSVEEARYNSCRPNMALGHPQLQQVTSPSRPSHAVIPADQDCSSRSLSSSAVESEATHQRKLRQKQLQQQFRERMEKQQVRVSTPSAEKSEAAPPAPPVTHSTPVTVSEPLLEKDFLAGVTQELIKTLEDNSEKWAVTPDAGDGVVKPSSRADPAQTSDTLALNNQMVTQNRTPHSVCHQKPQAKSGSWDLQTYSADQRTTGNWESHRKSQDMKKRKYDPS
Cneo AK release = Cryptococcus neoformans lysis via adenylate kinase release; C. neoformans lysis, adenylate kinase release luminescence, 4 h; normalised: neutral wells 0, clomiphene wells 100; lysis activity, % at 15 µM; hit rate 0.2% among 360,000;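 active means mean lysis activity across replicates of at least 80%, whatever share of replicates individually reach that level; inactive means mean lysis activity below 80%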
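Material: C. neoformans cells | Amount: Yeast cell density of 5 × 10^6 cells/mL | Medium: Fresh YPD growth medium | Dosing: Single dose | Times: Static 4 h at 37 °C with compound, 1 h detection | Detection: AK luminescence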
miR122 inh = inhibitors of miR-122 in Huh7 cells; Huh7 miR-122 Renilla luciferase sensor, 48 h; neutral wells = 0, positive control = 100; hit rate 0.3% among 340,000; AID 602342; activation (reporter increase), % at 12.5 µM;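 active means mean replicate activation score at least 90 and every replicate individually at or above 90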;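 further: higher luciferase means less miR-122 activity so hits act as miR-122 inhibitors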
PGC1a acetyl inh = lowers PGC1a acetylation signal in U2OS cells | AlphaScreen anti-acetyl-lysine; with virally co-expressed GCN5 acetyltransferase | inhibition, % at 15.6 µM | hit rate 0.17% among 350,000;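 active means every replicate shows inhibition of at least 40%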;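 further: 0% = neutral control wells and 100% = positive control wells; some results beyond the cut were filed as inactive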
RAD54 branch = blocks human RAD54 Holliday junction branch migration; Q92698; FAM/BHQ fluorescence; hit rate 0.14% among 360,000; inhibition, % at 10.4 µM; AID 602329;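 active means mean normalized replicate activity at least 40 and at least half of replicates scoring 40 or more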;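 further: 0% = median of neutral control wells and 100% = median of positive control wells; inhibitors cause a drop in the FAM fluorescence signal; in these data hits start at about 50%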
PglD inh = blocks C. jejuni PglD acetyltransferase activity. purified PglD enzyme, DTNB colorimetric CoA detection. inhibition, % at 12.5 µM. hit rate 0.098% among 360,000. AID 602405; in the data active means inhibition above about 16%, passing the limit was not always enough; further: strong numbers were not always called active
E-selectin induc = E-selectin induction on HUVECs | P16581 | HUVEC E-selectin immunofluorescence imaging; normalized: neutral wells 0, TNF-alpha wells 100 | activation, % at 7.58 µM | hit rate 0.37% among 260,000;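 active means mean E-selectin-positive cell signal at least 10% of the positive control, reached in at least 60% of replicates, without over 20% cell loss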;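 further: in these data hits start at about 27%; measured in HUVEC primary endothelial cells; signal is the percent of cells scored E-selectin positive by PE staining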
Target sequence (P16581 whole entry, looked up): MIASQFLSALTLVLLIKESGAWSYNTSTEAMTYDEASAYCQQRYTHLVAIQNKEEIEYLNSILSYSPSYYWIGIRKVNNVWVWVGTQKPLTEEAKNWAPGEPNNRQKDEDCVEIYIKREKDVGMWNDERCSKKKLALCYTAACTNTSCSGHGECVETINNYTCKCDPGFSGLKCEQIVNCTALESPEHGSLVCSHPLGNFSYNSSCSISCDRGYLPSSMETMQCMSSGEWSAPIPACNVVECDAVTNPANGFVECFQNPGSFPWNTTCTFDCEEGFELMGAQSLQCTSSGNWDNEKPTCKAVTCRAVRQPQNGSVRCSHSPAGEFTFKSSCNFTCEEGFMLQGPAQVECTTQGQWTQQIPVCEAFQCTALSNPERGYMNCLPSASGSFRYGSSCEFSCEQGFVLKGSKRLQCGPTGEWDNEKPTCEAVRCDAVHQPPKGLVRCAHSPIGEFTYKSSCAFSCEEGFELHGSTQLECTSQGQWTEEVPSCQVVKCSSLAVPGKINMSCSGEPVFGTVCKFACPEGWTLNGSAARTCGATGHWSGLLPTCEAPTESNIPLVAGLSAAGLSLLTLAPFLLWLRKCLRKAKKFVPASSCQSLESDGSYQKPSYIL
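Material: HUVEC primary endothelial cells; Amount: 3,000 cells per well; Dosing: single concentration; Medium: EGM-2 growth medium on 0.1% gelatin-coated wells; Read-out basis: percent E-selectin-positive cells; Signal: immunofluorescence imaging; Control set: TNF-alpha, DMSO.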
Numbers without * were called inactive; nt = no result given; [ ] = dose if it differs, or a comment.

SMILES	ERAP1 inh	RAD52 anneal inh	Cneo AK release	miR122 inh	PGC1a acetyl inh	RAD54 branch	PglD inh	E-selectin induc
COc1cc(CN2CC3(CCN(S(=O)(=O)c4cccc(F)c4)CC3)c3c([nH]c4cc(OC)ccc34)[C@H]2CO)cc(OC)c1	2	-24	nt	nt	-5	nt	nt	-0.2
CC1(C(=O)Nc2cccc(OC(F)(F)F)c2)Cc2c(-c3ccc4c(c3)OCO4)ccnc2O1 (stereo not given)	-2	-6	-1	12	2	7	5	0.4
O=C(Nc1ccc2oc(=O)c(C(=O)O)cc2c1)Oc1ccccc1	0	-15	0	-3	8	-2	2	0.2
CCN(c1ccccc1)S(=O)(=O)c1cc(C(=O)OC2CCOC2=O)ccc1C (stereo not given)	1	-32	-1	-1	-4	-9	-1	1.8
O=S(=O)(N[C@@H]1CCCN(Cc2ccc(OCCO)cc2)C1)c1cc(C(F)(F)F)ccc1Cl	-3	15	-6	nt	4	-25	1	nt
Cc1ccc(CS(=O)Cc2ccc(C(=O)N3CCOCC3)o2)cc1 (stereo not given)	1	4	0	2	-12	3	0	nt
COC(=O)CCC(=O)NNC(=O)c1ccc(Cl)cc1Cl	nt	nt	8	-1	5	-2	-1	nt
Cc1ccnc(NC(=O)c2cc(S(=O)(=O)NCc3ccccc3)ccc2C)c1	-1	-6	3	38	-2	-1	-2	0.2
Cc1ccc2nc3c(cc(C(=O)NCc4ccccc4)c(=N)n3CCCn3ccnc3)c(=O)n2c1	-205	-256	7	-2	8	27	-9	1.8
C/C=C/c1ccc2c(c1)O[C@H](CN(C)Cc1ccc(C(=O)O)cc1)[C@@H](C)CN([C@H](C)CO)S2(=O)=O	1	1	-5	-15[16.7 µM]	-7	2	2	-0.2
COc1ccccc1N1CCN(C(=O)CNC(=O)c2ccc(Cl)cc2Cl)CC1	-1	-15	-2	-1	2	-3	0	0.2
Cc1ccccc1C(=O)NCC(=O)OC(C)C(=O)NC(C)CCc1ccccc1 (stereo not given)	-2	-5	2	-4	2	3	-1	nt
COc1ccc(-c2cncnc2-c2ccc(OC)cc2O)cc1	0	-13	-1	nt	nt	-5	5	nt
COc1cccc(CN(C)CCCn2ccc(NC(=O)OCc3ccccc3)nc2=O)c1	2	-13	-1	-8	7	-9	-1	-0.2
CCN(CC)S(=O)(=O)c1ccc(N(C)Cc2cccc(OC)c2OC)nc1	-2	-14	0	-3	-3	-5	nt	-0.7
COc1ccc2c3c([nH]c2c1)[C@@H](CO)N(C(=O)c1cccc(F)c1)CC31CCN(C(=O)CC2CC2)CC1	-2	-1	nt	nt	3	nt	nt	0.6
S=c1[nH]nc(Cc2cccs2)n1-c1ccccc1	-2	2	-1	3	4	-11	2	nt
Cc1ccc(CSc2nc3c(c(=O)[nH]c(=O)n3C)n2CCC(C)C)cc1	1	-24	-2	-4	16	1	nt	0.2
CCN(C(=O)COC(=O)c1c(C)nsc1NC)c1ccccc1	-5	9	2	-9	5	-5	4	nt
CCC(=O)N1CCN(c2ccc(NC(=O)COc3ccc(C)cc3C)cc2)CC1	-2	-6	-1	0	12	3	0	1.3
O=C(Nc1cccc(F)c1)N1CC(=O)N2[C@@H](CO)[C@@H](c3ccc(C#CCC4CCCC4)cc3)[C@@H]2C1	0	5	nt	nt	-21	nt	nt	-0.9
Cc1c(CCOC(=O)CC23CC4CC(CC(C4)C2)C3)sc[n+]1Cc1ccccc1	nt	nt	2	4	-61	-6	nt	nt
CCCCN(C(=O)c1ccc2c(c1)OCO2)c1c(N)n(CCCC)c(=O)[nH]c1=O	nt	nt	2	-3	nt	-1	-1	nt
COc1ccc(Cl)cc1NC(=O)COC(=O)CCNC(C)=O	nt	nt	2	3	-7	3	3	nt
N#C/C(=C\c1cccs1)C(=O)NCc1cccnc1	0	-21	nt	-3	3	nt	nt	nt
CCc1ccccc1NC(=S)N1CCCCCC1	2	-1	11	nt	5	-2	-2	0.2
C[C@@H]1CCCCO[C@H](CN(C)C(=O)Nc2ccc3c(c2)OCO3)[C@H](C)CN([C@@H](C)CO)C(=O)c2cc(NS(=O)(=O)c3ccc(F)cc3)ccc2O1	nt	nt	-2	-10[16.7 µM]	-9	3	1	-0.2
CN1CCN(Cn2cc(/C=C/C(=O)c3ccccc3)c3ccccc32)CC1	nt	nt	-14	6	-12	-11	-6	nt
CNC[C@H]1OCCCC[C@@H](C)Oc2ccc(NS(=O)(=O)c3ccc(Cl)cc3)cc2C(=O)N([C@H](C)CO)C[C@H]1C	-1	-15	-3	-1[16.7 µM]	-10	4	1	0.2
CCC1=C2CC[C@H]3C(=O)N(CC)C(=O)[C@H]3[C@H]2[C@@]2(Cc3ccccc3)C(=NCc3ccccc3)OC(=O)N2C1=O	nt	1	-1	-1	7	-1	-10	-0.3
CC1(C(=O)NS(=O)(=O)Cc2ccccc2C(F)(F)F)CCN1C(=O)Cc1cccs1 (stereo not given)	-2	-11	-1	1	9	-16	-1	0.4
COc1ccc(-n2c(C)cc(C(=O)COC(=O)c3ccc(O)cc3O)c2C)cc1	0	-15	-5	-6	-16	1	0	-0.1
COc1ccc(S(=O)(=O)Nc2ccc3c(c2)C(=O)N([C@@H](C)CO)C[C@H](C)[C@H](CN(C)C(=O)Nc2ccc(F)cc2)O3)cc1	-1	0	-4	8[16.7 µM]	-3	3	1	-0.5
COc1cccc(CC(NC(C)=O)C(=O)NC2CCN(c3nc(C)cc(C)c3C#N)CC2)c1OC (stereo not given)	nt	nt	-5	-16	1	5	nt	nt
Cc1cc(Cl)ccc1NC(=O)CCCN1C(=O)CCC1=O	nt	nt	-8	-11	8	-1	2	nt
CC[C@]12c3[nH]c4ccc(OC)cc4c3CCN1C(=O)C(CC(=O)NC(C)(C)C)C[C@@H]2C(=O)N1CCN(C(=O)c2ccco2)CC1 (stereo not given in full)	-1	-12	10	-5	1	1	3	-0.1
Cc1noc(C)c1S(=O)(=O)N(C)C[C@H]1OCCCC[C@@H](C)Oc2ccc(NC(=O)Nc3ccc(F)cc3)cc2C(=O)N([C@@H](C)CO)C[C@H]1C	3	8	0	1[16.7 µM]	-7	6	-3	-0.1
C[C@@H]1CN([C@H](C)CO)C(=O)Cc2cc(NC(=O)Nc3ccc4c(c3)OCO4)ccc2O[C@H]1CN(C)Cc1ccc(C(=O)Nc2ccccc2N)cc1	0	-10	-5	-9[16.7 µM]	5	-2	1	0.2
COc1ccccc1N1CCN(C(=O)c2cc3cc(Br)ccc3oc2=O)CC1	1	-160	-2	nt	nt	-5	-3	nt
CC(SCc1ccc(C(=O)O)o1)c1ccc(C(=O)O)o1 (stereo not given)	-4	-23	1	nt	1	-5	1	nt
O=C(NC(CC(=O)N1CCN(c2ccccc2O)CC1)c1ccccc1)c1ccccc1Cl (stereo not given)	0	-26	0	4	-10	0	-2	3.6
Cc1ccc(-n2nc3c(c2NC(=O)C(C)C)CS(=O)(=O)C3)cc1	nt	nt	0	4	2	7	2	nt
COc1cccc(OC)c1C(=O)OCC(=O)NC1CCCCCC1	14	-14	0	4	-5	-6	-2	nt
CC(=O)Nc1cc(-c2cccc(CO)c2)cn2c(-c3ccc(C(C)=O)cc3)cnc12	4	-33	-6	12	-1	6	-6	3.3
N#CC(=Cc1ccccn1)c1nc(-c2ccc(Cl)cc2)cs1	0	-16	-4	nt	2	8	1	1.0
CC(=O)N(C)C[C@H]1Oc2cc(C#C[C@H](C)O)ccc2S(=O)(=O)N([C@@H](C)CO)C[C@@H]1C	-2	2	3	1[16.7 µM]	9	2	8	-0.2
Cc1ccc(NC(=O)CCCNC(=O)c2ccc(Cl)cc2)cc1S(=O)(=O)N1CCOCC1	0	-2	-3	0	-6	12	6	nt
C[C@H]1CCCCO[C@H](CN(C)S(=O)(=O)c2ccccc2)[C@@H](C)CN([C@@H](C)CO)C(=O)c2cc(NC(=O)c3ccccc3)ccc2O1	-1	-59	-3	43[16.7 µM]	11	-8	0	nt
C[C@H](CO)N1C[C@H](C)[C@H](CN(C)C(=O)Nc2cccc(F)c2)Oc2ncc(C3=CCCC3)cc2C1=O	-1	-15	-3	-9[16.7 µM]	8	-19	-5	-0.3
COC(=O)C[C@H]1CC[C@@H]2[C@H](COc3ccc(NC(=O)NC(C)C)cc3C(=O)N2C)O1	-2	-3	3	-25[16.7 µM]	0	-1	0	-0.1
OC[C@H]1[C@H](c2ccc(C#CC3(O)CCCC3)cc2)[C@H]2CN(Cc3ccccc3F)CCCCN21	3	-2	0	2[16.7 µM]	3	2	-4	-0.7
C[C@@H]1CN([C@@H](C)CO)C(=O)c2cc(NC(=O)Nc3ccc4c(c3)OCO4)ccc2O[C@@H]1CN(C)C	-4	11	-2	6[16.7 µM]	-1	5	8	-7.3
Cc1ccc([C@H]2C(C(=O)O)=CC[C@@H](c3ccc(Cl)cc3)N2S(=O)(=O)c2ccccc2C)cc1	nt	nt	0	-2	8	-3	-7	nt
COc1cc(OC)cc(-c2noc(-c3csc([C@@H]4C[C@H](O)[C@@H](CO)O4)n3)n2)c1	10	-4	-1	-9	-11	-3	-12	-0.1
CC(C)NC(=O)Nc1ccc2c(c1)C(=O)N([C@@H](C)CO)C[C@@H](C)[C@H](CN(C)C)OCCCC[C@H](C)O2	-1	-18	-3	-1[16.7 µM]	3	10	-2	0.0
COc1cc(C(=O)Nc2ccccc2C(=O)NCc2cccnc2)cc(OC)c1OC	1	-11	1	1	10	4	6	nt
COCC#Cc1cnc2c(c1)C(=O)N([C@H](C)CO)C[C@@H](C)[C@@H](CN(C)C(C)=O)O2	-1	12	4	10[16.7 µM]	2	-7	1	-1.4
CCC(=O)N(C)C[C@H]1Oc2cc(-c3ccc(F)cc3)ccc2S(=O)(=O)N([C@@H](C)CO)C[C@@H]1C	5	17	55	36[16.7 µM]	-14	-1	6	0.5
Cc1ccc(N2C(=O)CC(N3CCN/C3=C3\CC/C(=C\c4ccccc4)C3=O)C2=O)cc1 (stereo not given)	nt	-17	1	-5	-11	3	2	0.7
COc1ccccc1OCCNC(=O)C(CCSC)NC(=O)c1ccccc1Cl (stereo not given)	0	1	-3	1	-13	0	-3	nt

Sorted by count of non-hydrogen atoms (high to low): part of the list above.
SMILES	ERAP1 inh	RAD52 anneal inh	Cneo AK release	miR122 inh	PGC1a acetyl inh	RAD54 branch	PglD inh	E-selectin induc
O=C(NC(CC(=O)N1CCN(c2ccccc2O)CC1)c1ccccc1)c1ccccc1Cl (stereo not given)	0	-26	0	4	-10	0	-2	3.6
CC(=O)N(C)C[C@H]1Oc2cc(C#C[C@H](C)O)ccc2S(=O)(=O)N([C@@H](C)CO)C[C@@H]1C	-2	2	3	1[16.7 µM]	9	2	8	-0.2
COc1cc(OC)cc(-c2noc(-c3csc([C@@H]4C[C@H](O)[C@@H](CO)O4)n3)n2)c1	10	-4	-1	-9	-11	-3	-12	-0.1
COc1cccc(OC)c1C(=O)OCC(=O)NC1CCCCCC1	14	-14	0	4	-5	-6	-2	nt

Continuation.
SMILES	ERAP1 inh	RAD52 anneal inh	Cneo AK release	miR122 inh	PGC1a acetyl inh	RAD54 branch	PglD inh	E-selectin induc
O=C(NC(=S)NCC1CCCO1)c1ccccc1F (stereo not given)	2	-6	nt	-8	-2	nt	nt	-6.2
Cc1cc(C)c(NC(=O)CN(C)S(=O)(=O)c2ccc3c(c2)n(C)c(=O)c(=O)n3C)c(C)c1	0	-2	-2	-6	8	-5	1	-0.8
O=C1NCCN(Cc2ccc(Cl)c(F)c2)C1CC(=O)N1CCc2ccccc2C1 (stereo not given)	14	-38	0	4	0	-5	-5	nt
COc1ccc(CCN(C)CC(O)COc2c(C)ccc(C)c2C)cc1OC (stereo not given)	-1	-3	1	1	-3	0	2	1.5
Cc1ccc(Cn2c(=S)[nH]c3ccccc3c2=O)cc1	0	-25	1	4	-3	-16	-1	0.0
